DAX1 inh-1 – DAX1 (NR0B1) inhibitors, primary screen, cell-based, HEK293, Gal4-DAX1, luciferase luminescence | Nuclear receptor subfamily 0 group B member 1 (Homo sapiens), P51843 | HEK293 Gal4-DAX1 luciferase reporter | inhibition, % at 6.75 µM | hit rate 0.99% among 340,000 | AID 504766, 2011;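 active = inhibition above the mean over all tested compounds plus 3 SD, cut at about 4.2% in these data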;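 note: 0% = DAX1-transfected cells with DMSO and 100% = empty-vector control cells with DMSO; inhibition shows as a rise in luminescence from relieved DAX1 repression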
Target sequence (P51843 207-470 limits assumed): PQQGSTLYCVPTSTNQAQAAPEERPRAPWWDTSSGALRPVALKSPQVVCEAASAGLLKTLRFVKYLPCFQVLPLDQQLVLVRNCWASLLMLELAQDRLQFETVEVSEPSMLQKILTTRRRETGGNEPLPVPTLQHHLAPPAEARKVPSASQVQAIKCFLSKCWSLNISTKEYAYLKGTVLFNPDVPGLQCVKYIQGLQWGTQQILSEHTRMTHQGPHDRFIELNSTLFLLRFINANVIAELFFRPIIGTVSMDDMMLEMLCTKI
GAA850 FXN act – FXN promoter activators, primary screen, cell-based, luciferase luminescence, HEK293 lucGAA850 | HEK293 lucGAA850 FXN promoter luciferase reporter, 24 h; percent of 10 µM SAHA response | activation, % at 6 µM | hit rate 0.56% among 360,000;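 active = activation above the average of all compounds screened plus 3 SD, cutoff fixed separately per campaign, cut at about 7.5% in these data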;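 note: 0% = DMSO wells and 100% = 10 µM SAHA wells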
proKLK7 act – proKLK7 zymogen activators, primary screen, biochemical, fluorescence intensity. activation, % at 7 µM. hit rate 0.9% among 370,000. Kallikrein-7 (Homo sapiens), P49862. purified proKLK7, EDANS-DABCYL substrate fluorescence; 100% is mature enzyme control, 0% vehicle;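 active = activation above the mean of all tested compounds plus 3 SD, computed per campaign excluding outliers beyond control limits, cut at about 13% in these data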
Target sequence (P49862 whole entry, looked up): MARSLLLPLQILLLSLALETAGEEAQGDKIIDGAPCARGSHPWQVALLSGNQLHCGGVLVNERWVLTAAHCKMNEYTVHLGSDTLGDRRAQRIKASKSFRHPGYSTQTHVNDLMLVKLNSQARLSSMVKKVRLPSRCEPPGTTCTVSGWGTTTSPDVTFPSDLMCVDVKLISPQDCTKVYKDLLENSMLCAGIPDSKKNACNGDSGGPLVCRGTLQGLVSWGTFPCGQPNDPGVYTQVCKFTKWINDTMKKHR
ssDAF-12 act – S. stercoralis DAF-12 nuclear receptor activators, primary screen, cell-based, luminescence, HEK293, GRIP1 co-expression, lit1-tk-luc. activation, % at 6.8 µM. AID 652126, 2013. HEK293 ssDAF-12/GRIP1 lit1-tk-luc reporter; % of 3 µM dafachronic acid response. hit rate 1% among 370,000. Nuclear hormone receptor DAF-12 (Strongyloides stercoralis);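 active = activation above the mean over all tested compounds plus 3 SD, cut at about 0.9% in these data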;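 note: 0% = DMSO-only wells and 100% = 3 µM delta7-dafachronic acid wells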
hcDAF-12 act – H. contortus DAF-12 nuclear receptor activators, primary screen, cell-based, luminescence, HEK293, lit1-tk-luc reporter; activation, % at 6.8 µM; hit rate 1.4% among 370,000; HEK293 hcDAF-12 lit1-tk-luc reporter; 0% DMSO, 100% Δ7-dafachronic acid; AID 652067, 2013;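 active = activation above the mean of all tested compounds plus 3 SD, cut at about 5.5% in these data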;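 note: 100% = response to 3 µM Δ7-dafachronic acid high control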
NPR2 activator – human GC-B receptor activators, primary screen, HEK293 GC-B cells, cGMP TR-FRET, EC30 CNP; Atrial natriuretic peptide receptor 2 (Homo sapiens), P20594; 0% at EC30 CNP, 100% saturating CNP; activation, % at 10 µM; hit rate 0.11% among 370,000; AID 1920062, 2024;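 active = activation at 10 µM reaching about 35% in either raw or pattern-adjusted values, limit read from the data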
hgDAF12 agonist – H. glycines DAF-12 receptor agonists, primary screen, cell-based, luminescence, HEK293, GAL4 fusion, UAS-luciferase; HEK293 GAL4-hgDAF12 UAS-luciferase reporter, agonist luminescence; normalized to butyrate control; activation, % at 6.8 µM; hit rate 1.8% among 370,000;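 active = activation above a cutoff set at the mean of all screened compounds plus 3 SD, cut at about 10% in these data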;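 note: 0% = DMSO wells and 100% = sodium butyrate wells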
DAX1 inh-2 – DAX1 (NR0B1) inhibitors on StAR promoter, primary screen, cell-based, luminescence, SF-1 (NR5A1), full-length DAX-1. HEK293T StAR-luciferase reporter, SF-1/DAX-1 repression relief. inhibition, % at 6.8 µM. hit rate 1.1% among 370,000. AID 652010, 2013;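 active = inhibition above the mean over all tested compounds plus 3 SD, cut at about 3.6% in these data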;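 note: 0% = DAX-1 cells with DMSO and 100% = cells lacking DAX-1 with DMSO; higher inhibition means more luminescence from relief of DAX-1 repression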
NPR1 activator – GC-A stimulated cGMP production enhancers – HEK293 GC-A cells, cGMP TR-FRET, EC30 ANP, primary screen; hit rate 0.14% among 370,000; activation, % at 10 µM; Atrial natriuretic peptide receptor 1 (Homo sapiens), P16066; 0% at EC30 ANP, 100% saturating ANP; in the data active = activation above about 40%
HGIII-sPLA2 inh – human group III sPLA2 inhibitors, primary screen, biochemical, QFRET, BODIPY PC-A2 liposome substrate; hit rate 0.56% among 370,000; inhibition, % at 12.2 µM; QFRET BODIPY PC-A2 liposome hydrolysis, fluorescence; Group 3 secretory phospholipase A2 (Homo sapiens), Q9NZ20; AID 743126, 2013;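 active = inhibition above mean plus 3 SD of compounds lying within the high and low control bounds, cut at about 19% in these data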;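 note: 0% = median of test compound wells and 100% = no enzyme DMSO wells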
Target sequence (Q9NZ20 whole entry, looked up): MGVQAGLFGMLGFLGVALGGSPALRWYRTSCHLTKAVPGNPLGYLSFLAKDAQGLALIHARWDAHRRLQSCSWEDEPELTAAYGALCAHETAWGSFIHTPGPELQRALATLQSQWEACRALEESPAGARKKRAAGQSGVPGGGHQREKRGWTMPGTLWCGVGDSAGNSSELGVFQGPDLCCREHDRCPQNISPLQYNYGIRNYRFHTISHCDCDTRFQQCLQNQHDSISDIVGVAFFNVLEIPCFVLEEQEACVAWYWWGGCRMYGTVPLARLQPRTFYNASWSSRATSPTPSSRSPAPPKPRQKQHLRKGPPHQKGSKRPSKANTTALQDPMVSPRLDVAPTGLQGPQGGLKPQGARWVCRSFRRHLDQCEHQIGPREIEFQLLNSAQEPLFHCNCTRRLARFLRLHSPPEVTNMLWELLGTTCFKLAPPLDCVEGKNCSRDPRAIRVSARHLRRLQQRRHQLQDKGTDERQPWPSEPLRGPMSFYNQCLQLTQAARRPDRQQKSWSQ
SMARCA2 activ – SMARCA2 (BRM) function activators, primary screen, cell-based, luminescence, high throughput. activation, % at 9.1 µM. AID 652017, 2013. hit rate 1% among 370,000. MG213 cells, MMTV-luciferase reporter, dexamethasone, overnight; in the data active = activation above about 7.8%;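 note: 0% = vehicle wells and 100% = reference activator wells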
* marks the source's active call; other numbers are inactive results; . = no result given.

No.	Compound	DAX1 inh-1	GAA850 FXN act	proKLK7 act	ssDAF-12 act	hcDAF-12 act	NPR2 activator	hgDAF12 agonist	DAX1 inh-2	NPR1 activator	HGIII-sPLA2 inh	SMARCA2 activ
1	COc1ccc(CCNC(=O)CN(C)S(=O)(=O)c2ccc(OC)cc2)cc1	-0.7	1.3	0.3	-1.0	-0.2	2.3	0.7	-1.2	2.9	-2.0	-0.9
2	CCOc1cc(NC(=O)c2cccs2)c(OCC)cc1NC(=O)c1ccccn1	1.9	-0.3	-0.7	-1.3	-1.4	-3.4	-0.2	0.2	0.6	11.7	-0.2
3	N#CCN(CC#N)C(=O)C1c2ccccc2Oc2ccccc21	0.2	-0.6	0.1	-0.7	-2.8	2.0	4.1	-0.3	-0.2	0.2	0.4
4	Cc1occc1C(=O)N(Cc1nc(-c2ccccc2)no1)C(C)C	0.0	2.1	0.9	-0.4	-0.3	1.9	-0.3	1.4	-2.1	-9.2	-2.7
5	Cc1cccc(-c2cc(N)n(-c3ccccc3)n2)c1	3.1	3.4	-0.3	-0.4	2.7	-4.5	17.6*	7.8*	2.4	-5.5	4.5
6	CCCCCCCCN1C(=O)[C@@H](CC(=O)N2CCOCC2)C[C@@]2(C(=O)OC)C1=C[C@H](C(C)(C)C)O[C@@H]2C	.	.	0.3	-1.1	-0.5	-1.2	-0.9	-0.6	0.5	8.4	-8.3
7	Cc1cc(C)cc(NC(=O)COC(=O)CC2CCCC2)c1	0.3	-0.1	-1.0	-0.8	-0.6	2.5	4.6	-1.9	-0.8	-9.1	-3.2
8	COc1ccc2[nH]c3c(=O)n(/N=C/c4ccc(OC)c(CN5CCCC5)c4)c(C)nc3c2c1	-0.2	-0.2	-0.3	-1.6	-1.9	0.9	0.6	0.1	-0.3	-1.6	-4.0
9	Cc1cc([N+](=O)[O-])ccc1NC(=O)c1csc(C)c1C	2.7	3.7	-0.4	0.3	2.8	-5.6	19.2*	5.5*	4.9	6.8	2.5
10	COc1ccccc1C(=O)NC(C)c1cccc2ccccc12 (stereo not given)	-1.5	-0.9	-1.2	-1.1	-2.5	-3.7	-4.2	-1.1	0.1	-1.4	-2.2
11	Cc1ccccc1OCCC(=O)OCC(=O)NC1CC1	1.3	0.3	0.4	-0.3	-1.2	-0.1	-2.4	1.0	1.6	1.3	-1.1
12	CCC/C=N/NC(=O)c1ccc(F)cc1	-0.2	4.0	0.1	-0.6	-1.6	4.8	6.2	0.1	3.7	6.9	2.2
13	CCOC(=O)c1cnc(Nc2nc3ccccc3o2)nc1CN1CCN(C)CC1	-2.2	-3.2	-0.8	-0.6	3.4	-5.6	1.9	0.8	-5.4	-15.8	4.4
14	Cc1ccc(S(=O)(=O)Oc2ccccc2/C=N/Nc2ccc(C(=O)O)cc2)cc1	0.1	3.1	0.4	-1.6	-0.3	8.4	6.0	0.7	1.2	-25.5	-0.4
15	O=C(CN1C(=O)C2CC=CCC2C1=O)OCCN1C(=O)c2ccccc2C1=O (stereo not given)	1.2	2.5	0.5	-1.3	0.6	4.2	-1.4	0.7	-0.9	2.3	-1.5

Other results follow.
No.	Compound	DAX1 inh-1	GAA850 FXN act	proKLK7 act	ssDAF-12 act	hcDAF-12 act	NPR2 activator	hgDAF12 agonist	DAX1 inh-2	NPR1 activator	HGIII-sPLA2 inh	SMARCA2 activ
16	CC(C)C[C@@H](CN)NC(=O)c1nc[nH]c1C(=O)N[C@@H](C)C(=O)CNC[C@H](C)NC(=O)c1nc[nH]c1C(=O)N[C@@H](Cc1ccccc1)C(=O)O	-2.4	0.1	0.1	-1.3	-1.5	5.0	0.8	0.2	3.1	10.0	-4.1
17	O=Cc1cnc(N2CCN(c3ccccc3)CC2)s1	-1.1	2.0	-0.2	-1.2	-1.3	1.6	-4.5	-1.0	-5.5	-3.4	-1.6
18	CCCCCCCN1C2=NCCCN2c2ccccc21	-0.8	-2.5	0.6	-1.4	-0.1	-8.8	-0.7	-0.6	-12.0	1.7	-1.1
19	CC(=O)Nc1cccc(NC(=O)CSc2nc(=O)n(CCCN3CCOCC3)c3c2CCC3)c1	-0.2	2.7	0.4	0.1	-0.4	-4.3	0.7	0.5	3.9	-4.9	-1.2
20	Cc1ccc(NC2=C(Cl)C(=O)OC2OC(=O)c2ccccc2C)cc1 (stereo not given)	-0.5	3.0	1.2	-1.5	-1.3	2.9	-1.8	-0.8	2.9	-14.4	-4.5
21	CCOC(=O)c1ccc(OCCOc2cccc(C)c2)cc1	3.5	-0.4	-0.5	-1.1	-3.3	-3.7	0.6	-0.1	-0.6	3.0	-2.9
22	COc1ccc(-c2c(C)n([O-])c3c([n+]2=O)CCCCC3)cc1	0.6	1.1	-1.2	-0.9	-1.4	2.2	-1.1	0.5	-0.5	2.1	-1.9
23	O=C(N/N=C/c1sc(N2CCCCC2)nc1-c1cccs1)C1CC1	-1.8	-0.7	-0.7	-1.9	-2.0	-7.7	-0.7	-1.2	1.5	-4.3	0.3
24	COc1ccc(CCN2C(=O)CCC2(C)c2nnnn2-c2ccc3c(c2)OCCO3)cc1OC (stereo not given)	.	.	-0.1	-0.6	-1.3	-0.8	-2.5	0.1	-0.9	6.4	0.1
25	CCOC(=O)CCP(=O)(O)C(O)c1ccccc1 (stereo not given)	1.5	1.4	-0.5	-1.6	-0.9	0.9	1.8	-0.1	-0.3	-2.1	0.9
26	Cn1c(=O)c(C(=O)CN2CCCCCC2)c(N)n(Cc2ccccc2)c1=O	2.6	1.2	0.6	-1.8	-0.5	0.9	4.3	-0.2	3.9	8.2	-2.6
27	COc1ccccc1CCn1cnc(-c2ccccc2OC)c1CC(C)C	.	.	0.5	-1.8	-2.6	-17.7	-2.0	-0.2	-12.6	-12.3	-1.6
28	CCCCNC(=O)COC(=O)c1cc(Br)ccc1Cl	1.4	2.3	0.1	-1.6	1.2	-2.3	-3.2	-0.6	-6.6	1.9	-3.8
29	C=C(C)C(=O)N1CC2(CC(c3cccc(NC(=O)/C=C\C)c3)=NO2)C[C@H]1C(N)=O (stereo not given in full)	0.1	0.6	0.1	-1.3	-0.8	3.3	-0.1	-0.4	-0.1	3.7	0.3
30	O=C1CCCCC1Sc1nnc(Nc2ccccc2)s1 (stereo not given)	3.8	4.6	0.3	-0.8	1.4	-1.1	10.7*	2.2	-0.8	-31.6	8.8*

(cont.)
No.	Compound	DAX1 inh-1	GAA850 FXN act	proKLK7 act	ssDAF-12 act	hcDAF-12 act	NPR2 activator	hgDAF12 agonist	DAX1 inh-2	NPR1 activator	HGIII-sPLA2 inh	SMARCA2 activ
31	C/C(=N\NC(=O)c1c(Br)c(C)nn1C)c1cccc(NC(=O)c2ccccc2F)c1	-0.9	2.5	-0.2	-1.6	-1.1	2.0	-1.3	0.4	-0.4	-3.6	1.2
32	COCCN1C(=O)N(c2ccc(OC)cc2)C(=O)C1CC(=O)Nc1cccc(F)c1 (stereo not given)	-0.5	0.4	0.0	-0.8	-2.2	-1.2	3.4	0.2	-0.6	0.3	-1.2
33	COc1ccccc1NC(=S)NCc1cccs1	0.1	0.6	-0.2	0.1	0.0	4.7	-3.5	-0.2	5.7	13.9	-3.4
34	O=c1nc2onnc2c(C=NO)[nH]1	1.2	-1.8	-0.1	-1.1	0.7	4.0	0.7	0.9	3.8	2.3	1.7
35	COc1cc(OC)cc(C(=O)NC(C(=O)Nc2ccc3c(c2)OCO3)C(C)C)c1 (stereo not given)	0.5	-1.8	0.0	-1.3	-0.3	-7.2	2.1	0.7	-5.9	-2.3	6.7
36	COc1cc(/C=C2\SC(=S)N(C(Cc3ccccc3)C(=O)O)C2=O)ccc1O (stereo not given)	-0.8	1.3	0.6	-1.2	-0.8	2.0	-1.4	0.4	-3.6	0.9	-2.1
37	CC(C)[C@@H](C(=O)N[C@@H](Cc1ccccc1)C(=O)O)N1C(=O)N2CCc3c([nH]c4ccccc34)[C@@]2(C)C1=O	-0.2	0.1	0.1	-0.8	0.7	6.3	0.7	0.1	-2.9	-20.5	1.2
38	Cc1cc(C)n(CC(C)O)c(=O)c1C#N (stereo not given)	0.9	-2.6	-0.1	-1.5	-0.8	1.0	-0.5	0.1	-4.8	-1.0	-1.1
39	c1nc(N2CCC3(CC2)OCCO3)c2[nH]cnc2n1	-0.5	2.1	-0.3	-0.7	0.3	3.5	2.0	-0.2	3.7	-9.3	-2.5
40	CCc1nnc(NS(=O)(=O)c2ccc(NC(=O)c3ccc([N+](=O)[O-])s3)cc2)s1	0.6	-1.3	-0.1	-0.8	0.6	-4.9	1.0	-0.6	0.4	-34.7	-2.2
41	O=C(COC(=O)c1cc(-c2cccs2)nc2ccccc12)NC1CCS(=O)(=O)C1 (stereo not given)	1.2	-0.7	-118.6	-1.3	-2.0	-1.8	1.9	-0.5	-3.7	-17.1	-2.2
42	COc1ccc(Nc2nnc(Cc3ccccc3)c(=O)[nH]2)c(OC)c1	-0.5	-0.3	0.1	-1.3	-0.1	-1.1	0.7	0.2	-2.4	1.5	-1.8
43	CCOC(=O)c1cc2c(=O)n3ccccc3nc2n(Cc2ccc(Cl)cc2)c1=N	3.9	-0.2	-0.4	-1.3	-2.1	-1.2	-2.4	0.0	2.7	5.3	-1.7
44	COC(=O)CN1C(=O)NC2(CCCc3ccccc32)C1=O (stereo not given)	-0.1	1.3	0.0	-0.9	-0.3	6.2	0.7	-0.4	0.3	-0.5	0.3
45	Cc1cc(C)c(C)c(S(=O)(=O)N2CCC(C(=O)OCC(=O)NC3CCS(=O)(=O)C3)CC2)c1C (stereo not given)	-0.8	0.1	-0.1	-0.3	0.5	2.5	2.4	0.1	0.3	-3.5	1.0
46	O=S(=O)(Nc1ccc(-c2ccc3nncn3n2)cc1)c1ccccc1F	-0.5	1.9	0.2	-0.7	-1.2	-3.8	0.8	0.8	5.1	-2.3	2.7
47	O=C(CSc1nnnn1C1CC1)Nc1ccc(S(=O)(=O)N2CCOCC2)cc1	-0.5	-0.1	0.6	-1.4	2.4	4.2	-0.3	-0.8	-5.9	8.2	-0.8
48	COc1cccc(C(=O)NCCCn2ccnc2)c1	-0.2	1.1	0.2	-1.6	0.6	-1.6	-0.2	-0.3	-3.6	0.6	-1.9

Single entries from the list.
c1nc(N2CCC3(CC2)OCCO3)c2[nH]cnc2n1 in hgDAF12 agonist reads 2.0
CC(C)[C@@H](C(=O)N[C@@H](Cc1ccccc1)C(=O)O)N1C(=O)N2CCc3c([nH]c4ccccc34)[C@@]2(C)C1=O in DAX1 inh-1 reads -0.2

Screening data: PubChem, several laboratories
